TbREL1 primary: TbREL1 RNA ligase inhibitors, primary screen, biochemical, FRET fluorescence; RNA-editing ligase 1, mitochondrial (Trypanosoma brucei brucei), P86926; AID 1117264, 2014; TbREL1 RNA ligation; hit rate 0.49% among 89,000; inhibition, % at 9.66 µM;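 active = inhibition above the mean inhibition across all screened compounds plus 3 SD, cut at about 11% in these data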;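 note: 0% = plate median of test wells and 100% = NSC42067 control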
Target sequence (P86926 whole entry, looked up): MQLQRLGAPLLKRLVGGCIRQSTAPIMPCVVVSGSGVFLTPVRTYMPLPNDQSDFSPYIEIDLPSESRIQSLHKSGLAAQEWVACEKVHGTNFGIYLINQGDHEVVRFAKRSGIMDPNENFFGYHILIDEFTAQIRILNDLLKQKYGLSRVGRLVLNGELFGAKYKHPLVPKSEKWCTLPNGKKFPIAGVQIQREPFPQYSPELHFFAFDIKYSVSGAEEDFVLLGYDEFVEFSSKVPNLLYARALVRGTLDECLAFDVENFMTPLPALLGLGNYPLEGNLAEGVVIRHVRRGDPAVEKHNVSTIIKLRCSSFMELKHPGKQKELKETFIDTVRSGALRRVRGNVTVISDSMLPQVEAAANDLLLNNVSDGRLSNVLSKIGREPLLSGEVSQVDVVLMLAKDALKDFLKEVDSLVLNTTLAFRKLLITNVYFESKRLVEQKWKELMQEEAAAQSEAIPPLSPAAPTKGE
* = called active by the depositor. The list is partial, so the mix of outcomes need not match the whole.

entry	canonical_smiles	TbREL1 primary
1	COc1ccccc1OC(C)C(=O)Nc1ccc(S(=O)(=O)Nc2nccs2)cc1 (stereo not drawn)	0
2	CCCC(=O)NC(=S)Nc1ccc(N2CCN(C(=O)c3cccs3)CC2)cc1	-4
3	CN(c1ccc(F)cc1)S(=O)(=O)c1ccc(Cl)c(C(=O)NCc2ccco2)c1	-1
4	C/C(CC(=O)Nc1ccccn1)=N\NC(=O)c1ccc2ccccc2c1	0
5	Cc1cc(N=CC2=C(O)CCCC2=O)no1	-2
6	CCOC(=O)[C@@H]1[C@H]2COc3ccc(Br)cc3[C@H]2N2C(=O)N(c3cccc(Cl)c3)C(=O)[C@]12C	2
7	Cc1ccsc1C(=O)NCCc1c[nH]c2ccccc12	-1
8	O=C(COC(=O)COc1ccc(Cl)cc1)NCc1cccs1	-1
9	Cc1ccc(C(=O)Nc2cccc(C(F)(F)F)c2)cc1NC(=O)c1ccno1	1
10	CN=c1oc2ccc(Cl)cc2cc1C(N)=O	0
11	CN(C)CCNC(=O)CCCNC(=O)Cn1cnc2sc3c(c2c1=O)CCCC3	8
12	COc1ccc(CCCNC(=O)C2Cc3c(-c4cccc(C(N)=O)c4)ccnc3O2)cc1 (stereo not drawn)	1
13	COc1ncccc1-c1nnn(-c2ccccc2Br)n1	3
14	COc1ccccc1Oc1nc([N+](=O)[O-])nn1CC(N)=O	4
15	CN(C)CCSc1nc2cc(S(=O)(=O)N3CCCCC3)ccc2o1	-4
16	COc1ccc(S(=O)(=O)n2nc(OC(=O)c3c(-c4ccccc4Cl)noc3C)cc2N)cc1	2
17	C=C1c2cc(CC)ccc2NC(=O)N1c1ccc(C)cc1	6
18	CC(C)CNS(=O)(=O)/C=C/c1ccccc1CCNC(=O)OC(C)(C)C	5
19	Cc1sc(NC(=O)C2CCCC2)c(C#N)c1C	10
20	O=C(Nc1ccc2c(c1)OCO2)C1CC(=O)N(c2ccc(F)cc2)C1 (stereo not drawn)	-1
21	c1nc(NC2CCCC2)c2[nH]cnc2n1	-1
22	C[C@@H]1O[C@@H](O[C@@H]2[C@@H](O)[C@H](OCCc3ccc(O)c(O)c3)O[C@H](CO)[C@H]2OC(=O)/C=C/c2ccc(O)c(O)c2)[C@H](O)[C@H](O)[C@H]1O	7
23	COC(=O)C1=C(C)N(Cc2ccccc2)C(=NCc2ccc3c(c2)OCO3)N[C@H]1c1ccccc1	9
24	COc1ccc([N+](=O)[O-])cc1COc1ccc2c(-c3ccccc3)cc(=O)oc2c1	1
25	CC(C)Oc1ccc(F)cc1-c1cc(C(=O)Nc2ccccc2)[nH]n1	4
26	Cc1cc(C)n(CC(O)CN2c3ccccc3Sc3ccccc32)n1 (stereo not drawn)	-5
27	CCn1cc(CN2CCN(CCC(C)C)C(CCO)C2)c2ccccc21 (stereo not drawn)	-2
28	CCn1nnc(NC(=O)c2cccnc2Cl)n1	1
29	COc1ccc(/C=C(/NC(=O)c2ccccc2)C(=O)N/N=C/c2ccncc2)c(OC)c1	1
30	Cc1ccccc1Nc1nccc(N(C)C)c1C#N	1
31	COC(=O)c1ccc2cn[nH]c2c1	1
32	Cc1ccc(Sc2ncccc2COC(=O)Nc2ccccc2)cc1	1
33	O=C(OCCc1cc2ccccc2c(=O)o1)c1ccco1	1
34	O=C(CC1SC(=O)N(Cc2ccccc2Cl)C1=O)Nc1nccs1 (stereo not drawn)	4
35	COc1cccc(CNc2cccc3cccnc23)c1O	-3
36	Cn1c(SCc2ccc(C#N)cc2)nnc1-c1ccccc1	-1
37	Cc1ccc(CCNC(=O)C23CN(Cc4ccccc4)CC2C(c2ccc([N+](=O)[O-])cc2)=NO3)cc1 (stereo not drawn)	1
38	CCc1ccc(OCC(=O)NNC(=O)c2c(CC)noc2C)cc1	2
39	CC1CCN(C(=O)CSc2nnc(-c3ccncc3)n2C)CC1	1
40	COC(=O)C1CCN(C(=O)CN(C)Cc2ccc(C(C)(C)C)cc2)CC1	-1

Reformatted: entries from further up.
#35 COc1cccc(CNc2cccc3cccnc23)c1O
  TbREL1 primary: -3

#36 Cn1c(SCc2ccc(C#N)cc2)nnc1-c1ccccc1
  TbREL1 primary: -1

#37 Cc1ccc(CCNC(=O)C23CN(Cc4ccccc4)CC2C(c2ccc([N+](=O)[O-])cc2)=NO3)cc1 (stereo not drawn)
  TbREL1 primary: 1

Remaining list, next part.
entry	canonical_smiles	TbREL1 primary
41	Cc1cc[n+](-c2nc3ccccc3nc2C(=C=[N-])C#N)cc1	1
42	CCc1ccc(C(=O)N/N=C(\C)c2cccnc2)s1	5
43	COc1cc(SC)ccc1C(=O)OC(C)C(=O)Nc1ccc(NC(C)=O)cc1 (stereo not drawn)	4
44	Cc1nc2ccc(NC(=O)c3ccc(F)c(S(=O)(=O)N4CCOCC4)c3)cc2s1	0
45	O=C(N/N=C/c1ccccc1)c1ccc(N2CCCC2=O)cc1	0
46	COc1cccc(NC(=O)CSc2nnc(-c3ccc(C)cc3)o2)c1	-1
47	Cc1nc2ccccc2n1C(C)c1nc2ccccc2n1CC(=O)c1ccsc1 (stereo not drawn)	1
48	COCc1[nH]nc2c1C(c1ccccc1)N(Cc1ccccc1)C2=O (stereo not drawn)	-1
49	COc1ccc(-c2cc(C(=O)N3CCN(S(=O)(=O)c4ccccc4)CC3)[nH]n2)cc1	3
50	CC(C)c1nnc(NC(=O)CCC(=O)NCc2cccs2)s1	1
51	FC(F)(F)c1cccc(CNc2ncccc2-c2nc3cc(Cl)ccc3o2)c1	1
52	NS(=O)(=O)c1ccc(NC(=S)NC(=O)/C=C/c2ccco2)cc1	4
53	CN=C1c2cc3cc(OC)ccc3n2CCN1Cc1ccccc1	9
54	CCC/C(C#Cc1ccc(N(C)C)cc1)=C1/c2ccccc2C(=O)N1c1ccccc1	-5
55	Cc1ccccc1CN1[C@@H]2c3ccccc3C[C@@H]2OCCS1(=O)=O	-4
56	Cc1ccc(C(C)C)c(OCC(=O)NNC2=CC(=O)CC(C)(C)C2)c1	-3
57	COC(=O)C1=C(C)Nc2nnnn2C1c1cccs1 (stereo not drawn)	8
58	COc1ccc(NC(=O)CSc2nc3[nH]ncc3c(=O)[nH]2)c(OC)c1	-1
59	O=c1cc(-c2ccc(O)cc2)oc2c1ccc1ccccc12	3
60	CC(=O)C1=C(O)C(=O)N(c2ccc(S(N)(=O)=O)cc2)C1c1cccc([N+](=O)[O-])c1 (stereo not drawn)	2
61	CCCC1Cc2c(sc(N)c2C#N)CO1 (stereo not drawn)	-3
62	COC(=O)c1cc(NC(=O)COC(=O)CN2C(=O)C3CC=CCC3C2=O)cc(C(=O)OC)c1 (stereo not drawn)	3
63	O=C(/C=C/c1cccc([N+](=O)[O-])c1)NCc1ccco1	0
64	Cc1ccc(NC(=O)COC(=O)CNC(=O)c2cccs2)cc1S(=O)(=O)N1CCOCC1	1
65	COc1ccc(C2C=C(C)Nc3nc4ccccc4n32)cc1 (stereo not drawn)	-3
66	C[C@H](CO)N1C[C@H](C)[C@@H](CN(C)S(=O)(=O)c2cccc(F)c2)Oc2ncc(Br)cc2C1=O	5
67	CC(OC(=O)CCCN=C1NS(=O)(=O)c2ccccc21)C(=O)Nc1ccccc1[N+](=O)[O-] (stereo not drawn)	-2
68	CCc1cc2cc(C)ccc2nc1SCC(=O)NNC(=O)c1ccco1	3
69	COc1cc(C2=NOC(C(=O)Nc3cc(C)on3)C2)cc(OC)c1OC (stereo not drawn)	-2
70	CCn1c(CCNC(=O)c2ccc(Cl)cc2Cl)n[nH]c1=S	5
71	O=C(O)CCC1(CCC(=O)O)CCCC(CCC(=O)O)(CCC(=O)O)C1=O	0
72	CCNc1nc(NCC)n2c(SCC(=O)N(CC)C3CCCCC3)nnc2n1	-2
73	C#CCOCCOCCOCCNc1nc(N2CCN(C(=O)C([C@@H](C)O)n3cc([C@@H](N)CCCCN)nn3)CC2)nc(N2CCN(C(=O)[C@H](CCC(=O)O)n3cc([C@@H](N)CCCCN)nn3)CC2)n1 (stereo partly drawn)	2
74	CC(C)NC(=O)C1CCN(C2CCN(C(=O)c3cc4c(s3)CCCCC4)CC2)CC1	0
75	O=c1c2sccc2[nH]c(=S)n1Cc1ccccc1	5
76	Cc1ccc2nc(SCC(=O)NC3CCCC3)[nH]c2c1	-2
77	CC(C)C(=O)NNC(=O)c1cc2sccc2s1	4
78	COCCN1C(=O)/C(=C/c2ccc(OCc3ccc(C(=O)O)cc3)c(OC)c2)SC1=Nc1ccccc1	-3
79	Nn1c(SCC(=O)Nc2nc3ccccc3s2)nncc1=O	2
80	COc1ccc(C2=Cc3ccccc3C(CC(=O)C3CC3)N2c2ccc(C#CCCO)cc2)cc1 (stereo not drawn)	-6
81	CC(=O)Nc1ccc(NC(=O)CSc2ncc(C(=O)Nc3ccccc3)c(=O)n2C)cc1	-4
82	Cc1ccc(OC(=O)c2cccc(S(=O)(=O)N(C)C)c2)c(-n2nc3ccccc3n2)c1	0
83	CC(C)C(NC(=O)c1ccccc1)c1nnc(SCC(=O)Nc2nccs2)n1C (stereo not drawn)	-1
84	CC1CCC(C(C)C)C2=C1C(C#N)(C#N)C(C#N)(C#N)C(c1ccccc1)N2 (stereo not drawn)	-3
85	COc1ccc(C)cc1-n1nnnc1SC(C)C(=O)NC1CCCC1 (stereo not drawn)	-1
86	Cc1ccc(/C=N\NC(=O)Cn2nnc3ccccc32)o1	-1
87	Cc1cc(C(=O)CSc2nnc(-c3ccc(Cl)cc3)n2C)c(C)n1CC1CCCO1 (stereo not drawn)	-5
88	COCCN(CC(=O)Nc1ccccc1C(F)(F)F)C(=O)/C=C/c1cc(Cl)c2c(c1)OCCO2	-4
89	Nc1nnc(SC2CC(=O)N(c3ccccc3)C2=O)s1 (stereo not drawn)	-3
90	CCCN1CCC(NC(=S)Nc2ccc(C(=O)OCC)cc2)CC1	-2
91	CC(=O)Nc1ccc2nc(NC(=O)c3cccnc3)sc2c1	-1
92	CC1CCCC(NC(=O)COC(=O)c2ccc([N+](=O)[O-])s2)C1C (stereo not drawn)	2
93	COC(=O)[C@@H]1CC[C@@](C)(c2ccc(OC)cc2)C1(C)C	-1
94	COCCCn1cc(CN2CC(N3CCN(C4CCN(C)CC4)CC3)CS2(=O)=O)nn1 (stereo not drawn)	4
95	CC(C)C[C@H](NC(=O)c1nc[nH]c1C(=O)NCc1ccc(CNC(=O)OC(C)(C)C)cc1)C(=O)OC(C)(C)C	3
96	O=C(NCc1ccccc1CN1CCCC1)C1CCN(C(=O)c2ccc(Cl)cc2)CC1	2
97	O=C(OCC(=O)N1CCc2ccccc21)c1ccccn1	1
98	CCOc1ccc(NC(=O)CN(C)CC(=O)NC(C)c2ccccc2)cc1OCC (stereo not drawn)	3
99	COc1ccc(Cl)cc1N(CC(=O)NCCSCc1ccccc1)S(C)(=O)=O	-3
100	O=C(CN1C(=O)NC(c2ccccc2)(c2ccccc2)C1=O)NC1CCCCC1	-1

Additional results follow.
entry	canonical_smiles	TbREL1 primary
101	N#Cc1c(NC(=O)CSc2nnc(-c3ccccc3O)n2-c2ccccc2)sc2c1CCCC2	2
102	O=C(CCn1c(=O)[nH]c2ccsc2c1=O)N1CC(=O)N(CCc2ccccc2)C(=O)C1	0
103	COc1cc(C)c(Br)cc1S(=O)(=O)NCc1ccncc1	7
104	CC(C)(C)OC(=O)CNC(=O)c1[nH]cnc1C(=O)N[C@@H](Cc1ccccc1)C(=O)OC(C)(C)C	-1
105	CNS(=O)(=O)c1cc(Nc2ncnc3sccc23)ccc1C	3
106	Cc1cn([C@H]2C[C@H](O)[C@@H](/C=C/C(=O)NCCN3CCOCC3)O2)c(=O)[nH]c1=O	2
107	COc1ccc(CNC(=O)CN(Cc2ccco2)C(=O)CNS(=O)(=O)c2ccccc2)cc1	0
108	Cc1cc(C)n(-c2nc3c(c(=O)n(C)c(=O)n3C)n2C)n1	1
109	COc1ccc(Cn2c(=O)[nH]c3cc(C(=O)N4CCN(c5ccccn5)CC4)ccc3c2=O)cc1	1
110	CCNC(=S)N1CCN(CC(=O)Nc2ccc(OC)cc2)CC1	0
111	COc1cccc(OC)c1C(=O)NC(=S)Nc1ccc(N2CCOCC2)c(Cl)c1	-1
112	COc1ccc(C2=NOC(Cn3nc(C(=O)NCc4cccc(C(F)(F)F)c4)cc3-c3ccccc3)C2)cc1 (stereo not drawn)	4
113	O=C(COc1ccc(C(=O)c2ccccc2)cc1)Nc1ncccc1O	6
114	O=C(NCc1ccco1)C1CCCN1C(=O)Nc1ccccc1[N+](=O)[O-] (stereo not drawn)	0
115	CCC(C)Nc1nc(Cl)nc(NCCOc2ccccc2)n1 (stereo not drawn)	3
116	COc1ccccc1NC(=O)CSc1nnc(-c2ccc(C)cc2)o1	1
117	CC(=O)Nc1ccc(NC(=O)C2CCCN2C(=O)Nc2ccccc2[N+](=O)[O-])cc1 (stereo not drawn)	3
118	COc1ccc(C(=O)NCc2nnc(SCC(=O)N3CCc4ccccc43)o2)cc1OC	-1
119	Cc1ccc(C(=O)Nc2ccn(Cc3ccc(F)cc3)n2)o1	8
120	CN1C(=O)C(CC(=O)O)S/C1=N\N=C\c1ccc(O)cc1O (stereo not drawn)	-1
121	CN(C)CCN(C)C1CN(C2CCCC2)S(=O)(=O)C1 (stereo not drawn)	1
122	COc1ccc2nc(SCC(=O)NCC3CCCO3)c(C#N)cc2c1 (stereo not drawn)	1
123	CNCc1ccccc1Sc1cc(O)ccc1O	-2
124	COc1ccc2nc(NC(=O)CS(=O)(=O)c3ccc(C)cc3)sc2c1	7
125	CN(C)c1cccc(NC(=O)c2ccc(-c3ccc(F)c(F)c3)c3ccoc23)c1	-6

Gathered by group: the compounds so far containing a COOH group
entry	canonical_smiles	TbREL1 primary
71	O=C(O)CCC1(CCC(=O)O)CCCC(CCC(=O)O)(CCC(=O)O)C1=O	0
73	C#CCOCCOCCOCCNc1nc(N2CCN(C(=O)C([C@@H](C)O)n3cc([C@@H](N)CCCCN)nn3)CC2)nc(N2CCN(C(=O)[C@H](CCC(=O)O)n3cc([C@@H](N)CCCCN)nn3)CC2)n1 (stereo partly drawn)	2
78	COCCN1C(=O)/C(=C/c2ccc(OCc3ccc(C(=O)O)cc3)c(OC)c2)SC1=Nc1ccccc1	-3
120	CN1C(=O)C(CC(=O)O)S/C1=N\N=C\c1ccc(O)cc1O (stereo not drawn)	-1

Compound activity (PubChem BioAssay)
